MLL CXXC-DNA inh = qHTS Fluorescence Polarization Assay for Inhibitors of MLL CXXC domain - DNA interaction; Histone-lysine N-methyltransferase 2A (Homo sapiens), Q03164; MLL-CXXC / FITC-HOXA9 DNA fluorescence polarization; Potency, µM (highest dose often 115 µM), for the others: at the top dose activity change, negative = inhibition, hits mostly inhibitors; actives 0.037% (n = 290,000); AID 2662, 2010; active = well fitted inhibition curve with a large enough effect in the polarisation, with a control signal flat, not every such curve was filed as active; inconclusive = small, poorly fitted or top-dose-only effect, or effect the other way, or a change in a side signal; inactive = no such curve, though single readings can be large or run the other way; the % refers to the polarisation; also: potency is read from the fitted curve at half-maximal effect
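Steps: dispense CXXC domain solution (7 uM) → pin compounds or unlabeled HOX-A9 DNA control → 5 min ambient → add FLSN-HOX-A9 solution (50 nM) → spin → 30 min ambient → fluorescence polarization. Tris pH 7.5/NaCl/DTT/BSA buffer.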
TSHR antag = Antagonists of the Thyroid Stimulating Hormone Receptor: HTS campaign. Thyrotropin receptor (Homo sapiens), P16473. TSHR-expressing cells, TSH-stimulated cAMP HTRF, 2 h; hits give low values. activity change, negative = inhibition, % at 11.5 µM. actives 0.2% (n = 330,000);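 active = activity change below a set negative limit, meaning inhibition stronger than a set level, cut at about -70% in these data; inconclusive = activity change between two set negative limits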; also: % is scaled to controls: 0 for no effect and ±100 for the full control effect
Target sequence (P16473 whole entry, looked up): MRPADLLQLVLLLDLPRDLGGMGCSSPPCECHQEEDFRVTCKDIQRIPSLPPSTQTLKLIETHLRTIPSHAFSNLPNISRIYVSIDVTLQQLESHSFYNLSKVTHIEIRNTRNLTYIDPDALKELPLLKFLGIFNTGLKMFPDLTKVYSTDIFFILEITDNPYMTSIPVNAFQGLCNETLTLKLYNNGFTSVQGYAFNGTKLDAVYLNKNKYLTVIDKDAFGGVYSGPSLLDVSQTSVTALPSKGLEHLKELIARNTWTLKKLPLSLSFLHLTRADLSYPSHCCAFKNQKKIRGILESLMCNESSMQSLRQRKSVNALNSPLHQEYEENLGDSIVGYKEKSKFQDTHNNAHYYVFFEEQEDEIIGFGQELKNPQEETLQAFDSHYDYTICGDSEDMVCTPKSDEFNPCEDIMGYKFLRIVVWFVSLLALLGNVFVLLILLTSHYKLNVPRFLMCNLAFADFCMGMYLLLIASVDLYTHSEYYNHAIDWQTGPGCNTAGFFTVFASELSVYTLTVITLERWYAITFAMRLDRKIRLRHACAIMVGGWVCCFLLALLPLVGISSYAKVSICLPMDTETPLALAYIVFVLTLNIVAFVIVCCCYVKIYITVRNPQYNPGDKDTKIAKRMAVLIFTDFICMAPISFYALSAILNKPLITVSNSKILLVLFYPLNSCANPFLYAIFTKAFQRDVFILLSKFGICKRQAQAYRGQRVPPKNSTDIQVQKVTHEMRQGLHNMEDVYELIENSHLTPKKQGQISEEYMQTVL
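Cell-based HTRF cAMP assay; TSHR cells + compound, TSH EC80 (4nM final), 2 h, 37 deg C. Lysis with anti-cAMP cryptate and cAMP-d2, 30 min RT, read 665/620 nm.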
MBNL1-CUG inh = qHTS Assay for Inhibitors of MBNL1-poly(CUG) RNA binding. AID 2675, 2010. TR-FRET MBNL1-His/biotin-(CUG)12 binding, 665/545 ratio. actives 0.036% (n = 280,000). Potency, µM (highest dose often 57.5 µM), inactives show top-dose activity change, negative = inhibition, actives largely listed as inhibitors; active = well fitted inhibition curve with a large enough effect in the signal ratio, with a control signal flat, not every such curve was filed as active; inconclusive = small, poorly fitted or top-dose-only effect, or effect the other way, or a change in a side signal; inactive = no such curve, though single readings can be large or run the other way; the % refers to the signal ratio; also: potency is read from the fitted curve at half-maximal effect; % is scaled to controls: 0 for no effect and ±100 for the full control effect
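Compound titration spanned 92 nM–58 uM against the MBNL1-His/biotin-(CUG)12 complex. After 60 min at room temperature with 5 nM streptavidin-XL665 and 0.055 ng/ul terbium anti-His, ratiometric 665/545 nm emission (Ex 340 nm) normalized to controls.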
Mito fusion yeast = qHTS Assay for Small Molecule Inhibitors of Mitochondrial Division or Activators of Mitochondrial Fusion. S. cerevisiae fusion-defective mutant growth rescue, CellTiterGlo 48 h. Potency, µM (titrated, usually from 46.1 µM), for inactives: at the top dose growth rescue (activation), hits mostly activators. actives 0.23% (n = 320,000). AID 485298, 2010;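 also: potency is read from the fitted curve at half-maximal effect; % of control where 0% means no effect; nearly all actives have a fitted effect of over 45% in size; temperature-sensitive fusion mutants such as fzo1-1 at 37 °C on non-fermentable ethanol glycerol medium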
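Read-out: ATP-based luminescence (CellTiterGlo, 10 min ambient) reporting growth of fusion-defective ts yeast after 48 hours at 37C on glycerol/ethanol YPEG medium in the presence of compound.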
TSG101-PTAP inh = qHTS Assay for Iinhibitors of HIV-1 Budding by Blocking the Interaction of PTAP/TSG101. Tumor susceptibility gene 101 protein (Homo sapiens), Q99816. Fluorescence polarization, FITC-PTAP peptide / Tsg101 binding. Potency, µM (titrated, usually from 115 µM), inactives show at the top dose activity change, negative = inhibition, most hits filed as inhibitors. 340,000 tested, under 10 active. AID 493005, 2010; active = well fitted inhibition curve with a large enough effect in the main read-out, with a control signal flat, not every such curve was filed as active; inconclusive = small, poorly fitted or top-dose-only effect, or effect the other way, or a change in a side signal; inactive = no such curve, though single readings can be large or run the other way; also: potency is read from the fitted curve at half-maximal effect; % of control where 0% means no effect
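Tsg101 binding domain (10 uM final) was mixed with compound and a FITC-labeled PTAP peptide (50 nM final) in HEPES pH 7.5 buffer with NaCl, Tween 20, EDTA and TCEP; fluorescence polarization was read after 20 min at r.t.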
a7 integrin act = qHTS for Activators of Integrin-Mediated Alleviation for Muscular Dystrophy | Potency, µM (highest dose often 38.3 µM), for the others: at the top dose activation, actives largely listed as activators | alpha7betagal myoblasts, beta-gal FDG fluorescence, 48 h | actives 0.064% (n = 350,000);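 also: potency is read from the fitted curve at half-maximal effect; 100% = response of the positive control SU9516; nearly all actives have a fitted effect of over 60% in size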
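Alpha7betagal+/- myoblasts (passage 13) were plated 16-24 hr, then exposed to compounds (1:260 dilution of DMSO stock) for 48 hours at 37C. After MPER lysis, β-galactosidase reporter activity was read as FDG fluorescence (ex 480/em 540) after 30 minutes.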
Menin MLL FP TR = qHTS Assay for Inhibitors Targeting the Menin-MLL Interaction in MLL Related Leukemias: Competition With Texas Red Labeled MLL-derived Mutant Peptide; O00255; Potency, µM (series often up to 61.6 µM), without a hit: at the top dose FP activity change, negative = inhibition, hits mostly inhibitors; Menin + Texas Red MLL mutant peptide, fluorescence polarization; actives 0.23% (n = 270,000); active = well fitted inhibition curve with a large enough effect in the polarisation, with a control signal flat, not every such curve was filed as active; inconclusive = small, poorly fitted or top-dose-only effect, or effect the other way, or a change in a side signal; inactive = no such curve, though single readings can be large or run the other way; the % refers to the polarisation; also: potency is read from the fitted curve at half-maximal effect; % of control where 0% means no effect; many of its hits are not listed in these tables
AT treatment = qHTS Assay for Identifying a Potential Treatment of Ataxia-Telangiectasia | […] A-T fibroblasts, KAP-1 phosphorylation AlphaLISA; neocarzinostatin DNA damage 30 min before lysis | AID 485349, 2010 | actives 0.19% (n = 320,000) | Potency, µM (series often up to 57.5 µM), for inactives: at the top dose activation, usual class: activators; also: potency is read from the fitted curve at half-maximal effect; % of control where 0% means no effect; nearly all actives have a fitted effect of over 45% in size
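ATM-like activity read as KAP-1 phosphorylation via AlphaLISA donor/acceptor antibody pairs after lysis and 6 hr at 25C. Cells were ATM-null patient fibroblasts ([…], hTERT), dosed 60 min, then exposed to the DSB inducer NCS for 30 min.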
ASM inhibitor = Inhibitors of Secretory Acid Sphingomyelinase (S-ASM): qHTS; Potency, µM (highest dose often 57.5 µM), without a hit: at the top dose activity change, negative = inhibition, hits mostly inhibitors; AID 504937, 2011; placental ASM, HMU-PC fluorogenic substrate, 60 min; Sphingomyelin phosphodiesterase (Homo sapiens), P17405; actives 0.006% (n = 340,000); also: potency is read from the fitted curve at half-maximal effect
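Fluorogenic HMU-PC substrate (9 uM final) is turned over by placental ASM in 60 min at 37 C after a 10 min compound preincubation. Reaction ended by alkaline stop (pH 10), with fluorescence read at 386/447 nm.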
TCR activator = Activators of T cell receptors: qHTS campaign. primary human leukocytes, anti-CD3, IL-2 HTRF, 48 h. Potency, µM (highest dose often 9.22 µM), for the others: at the highest dose activation of IL-2 secretion, hits mostly activators. 330,000 tested, under 10 active. AID 504894, 2011; also: % of control where 0% means no effect
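TCR engagement came from a-CD3 beads alone, with compounds added to primary human leukocytes for 48 hr. Secreted IL-2 bridged europium cryptate- and d2-labelled anti-IL-2 antibodies, giving FRET emission at 665nm after 320nm excitation.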
The depositor's hits bear a star; ? = inconclusive; nt = no result given; [ ] = remark or other dose. Unless noted, calls follow the shape of the dose curve; as a rule, active = well fitted curve in the direction sought with a large enough effect; inconclusive = small, poorly fitted or top-dose-only effect, or another doubt; inactive = no such curve, though single readings can be large; an effect the other way counts as inactive or inconclusive. This is a subset; count on the stated rates, not on these rows.

SMILES	MLL CXXC-DNA inh	TSHR antag	MBNL1-CUG inh	Mito fusion yeast	TSG101-PTAP inh	a7 integrin act	Menin MLL FP TR	AT treatment	ASM inhibitor	TCR activator
Cc1cccc2c(=O)c(C(=O)NCCCN3CCOCC3)c[nH]c12	5%	-12	5%	-3%	-2%	9%	-8%	1%	3%	4%[46.1 µM]
CN(CC(=O)Nc1cccc(F)c1)C(=O)c1cc2c(s1)CCCCC2	nt	-4	nt	7%	-4%	-43%	nt	7%	1%	0%
COc1cccc(C2CC(c3cccs3)=NN2C(=O)CSC2=NN3CCCC(=O)N=C3S2)c1OC (stereo not drawn)	-6%	1	?	-1%	-2%	5%	4%	0%	-3%	-12%
COc1cc(C2CC(=O)c3cnc(NC(=O)c4ccco4)nc3C2)cc(OC)c1OC (stereo not drawn)	8%	-18	4%	8%	1%	-10%	11%	4%	0%	0%
COC(=O)c1ccc(CN2CCN(CCc3ccccc3)C(CCO)C2)cc1 (stereo not drawn)	1%	0	-2%	-5%	1%	-21%	-7%	5%	2%	1%
COc1ccc(-c2cnc(SCC(=O)Nc3cc(C)on3)n2Cc2ccco2)cc1	1%	-15	-5%	7%	-2%	-11%	13%	-3%	-4%	2%
COc1ccc(/C=C/C(=O)NC(=S)NCC2CCCO2)cc1 (stereo not drawn)	-9%	-8	2%	2%	-4%	-28%	1%	4%	0%	0%
O=C(Cn1c2[n+](c3ccc(C(F)(F)F)cc31)CCCCC2)Nc1c(F)cccc1F	4%	-10	-4%	-6%	1%	10%	-11%	1%	-4%	-2%
COc1ccc(N=Cc2ccc(-c3ccccc3)o2)cc1	-2%	32	?	-3%	0%	-20%	27%	2%	-1%	4%
S=c1[nH]nc(-c2ccc(Cl)cc2)n1CC1CCCO1 (stereo not drawn)	0%	3	7%	0%	-5%	21%	2%	-4%	3%	5%
CCOc1ccccc1NC(=S)Nn1cnnc1	-4%	10	2%	-2%	-3%	7%	nt	-7%	0%	-9%
COc1ccc(S(=O)(=O)NCCN2CCOCC2)cc1[N+](=O)[O-]	4%	20	?	-2%	-3%	2%	8%	1%	1%	2%
CCCc1cc(C(=O)Nc2sc3c(c2C(=O)OCC)CCCC3)no1	-5%	2	3%	-3%	-4%	-2%	-7%	1%	77%[activator]	-6%
O=C1Nc2ccc([N+](=O)[O-])cc2OC1CCN1CCCC1 (stereo not drawn)	5%	1	?	-2%	-3%	1%	25%	-3%	-2%	2%
Nc1nc(NCc2ccco2)nc(N2CCCC2)c1[N+](=O)[O-]	-8%	13	17%	1%	-7%	-8%	nt	-1%	-3%	3%
COc1ccc(NC(=O)c2ccc(S(=O)(=O)C(F)F)cc2)c(OC)c1	2%	7	-9%	3%	1%	14%	-3%	-2%	-3%	2%
COc1ccc(C(c2nnnn2C2CCCCC2)N2CCN(c3ccccc3F)CC2)cc1 (stereo not drawn)	8%	-5	2%	?	-2%	-1%	-7%	0%	0%	-3%
O=C(/C=C/Nc1ccc(Br)cc1F)c1ccccc1	-2%	-8	nt	8%	1%	36%	-15%	3%	14%	4%[46.1 µM]
Cc1ccccc1-c1cc(C(=O)N2CCCC2)c2ccccc2n1	-1%	-1	3%	0%	-4%	-3%	?	-6%	nt	3%
COc1ccccc1C1CC(=O)Nc2cc(C)c(C)cc21 (stereo not drawn)	0%	0	-3%	-1%	-3%	-17%	-5%	10%	-1%	3%
Cc1c(C(=O)Oc2ccc(F)cc2)sc2ncn(Cc3cccc(F)c3)c(=O)c12	0%	-4	-8%	-2%	1%	-14%	3%	0%	-12%	-2%[46.1 µM]
C=CCN1C(=O)c2ccc(C(=O)NCC(=O)Nc3c(C)cc(C)cc3C)cc2C1=O	nt	-1	nt	-2%	0%	9%	nt	5%	1%	nt
CCCCCCc1nc2ccccc2c(=O)n1NC(=O)c1c(O)c2cccc3c2n(c1=O)CCC3	-2%	3	2%	0%	nt	nt	5%	nt	nt	nt
COc1ccccc1CNC(=O)C(C)NS(=O)(=O)c1ccc(C)cc1 (stereo not drawn)	7%	-7	6%	-5%	-1%	22%	16%	4%	0%	-1%
CCN1CCN(c2ccc(S(=O)(=O)N3CCOCC3)cc2NC(=O)c2ccccc2SC)CC1	nt	-9	nt	2%	-4%	-33%[inhibitor]	nt	0%	-1%	-4%
Remaining list, next part:
SMILES	MLL CXXC-DNA inh	TSHR antag	MBNL1-CUG inh	Mito fusion yeast	TSG101-PTAP inh	a7 integrin act	Menin MLL FP TR	AT treatment	ASM inhibitor	TCR activator
Cn1nnnc1SCC(=O)N1CCc2ccccc2C1	14%	-5	8%	-2%	-1%	0%	-9%	11%	0%	10%
Cc1cc(-c2cc(-c3ccc(Cl)cc3)on2)nc(NCC2CC2)n1	-3%	27	1%	1%	-2%	-1%	nt	29%	10%	1%
Cc1c(C(=O)O)sc(=S)n1-c1ccc(Cl)cc1	-4%	-4	1%	1%	0%	-2%	20%	3%	16%	-3%
Nc1nonc1NC(=O)NN=C1CCCCC1	2%	4	-18%	2%	-1%	2%	8%	-12%	6%	-2%[46.1 µM]
CCCC1CC(C)(c2csc(Nc3ccc(OCC)cc3)n2)OC1=O (stereo not drawn)	-3%	-31	1%	19%	-8%	3%	3%	1%	-16%	2%[46.1 µM]
CCC1(C)Cc2ccccc2-c2[nH][nH]c(=O)c21 (stereo not drawn)	10%	-4	-14%	2%	-6%	14%	-1%	-3%	8%	3%
Cc1ccc(S(=O)(=O)n2c([N+](=O)[O-])cnc2C)cc1C	0%	-16	-7%	3%	-1%	-12%	-10%	3%	3%	-4%
COc1ccc(CCNC(=O)CSc2nnc(-c3ccccc3)c3ccccc23)cc1OC	28%	-8	21%	0%	-3%	-23%	-11%	0%	-1%	1%[46.1 µM]
Cc1cc(Cl)ccc1NNC(N)=S	1%	2	1%	-8%	-2%	-26%	nt	-5%	-2%	-8%
CCOC(=O)c1cc(NC(=O)N(CC)C2CCCCC2)c(C)nc1C	0%	20	-4%	-1%	-1%	20%	11%	3%	-1%	0%
COc1ccc(NC(=O)CC2(Cc3ccccc3)CCOC(C)(C)C2)cc1 (stereo not drawn)	-7%	9	nt	3%	-4%	26%	5%	1%	-2%	0%[46.1 µM]
CCOC(=O)c1[nH]c2ccc(Cl)cc2c1NC(=O)/C=C/c1ccc2c(c1)OCO2	20%	-8	-2%	0%	0%	-14%	?	2%	nt	0%[46.1 µM]
O=C(c1ccco1)N1CCN(C(=S)Nc2cc(F)cc(F)c2)CC1	-9%	-3	-3%	-4%	-5%	18%	7%	-6%	4%	-2%
Cc1cc(=O)oc(C)c1C(=O)OCC(=O)c1ccc(Cl)c(Cl)c1	-8%	6	-1%	1%	-9%	-17%	-4%	5%	-12%	nt
COC(=O)C(C)Sc1nnc(Cc2cc(=O)[nH]c(=O)[nH]2)n1-c1ccc(Cl)cc1 (stereo not drawn)	8%	27	-6%	-1%	nt	nt	0%[11.7 µM]	28%	nt	nt
CCCC(c1nnnn1CS(=O)(=O)c1ccc(C)cc1)N1CCN(c2ccccc2)CC1 (stereo not drawn)	11%	-8	13%	15%	-6%	-28%	-1%	3%	-1%	1%
CN1CCN(S(=O)(=O)c2ccc(NC(=O)c3ccc([N+](=O)[O-])cc3)cc2)CC1	nt	nt	nt	nt	-1%	-30%	nt	nt	2%	-6%
COC(=O)c1cc(O)c(O)c(O)c1	3%	2	7%	0%	0%	-14%	13%	-10%	3%	-4%
CCOC(=O)/C(C#N)=C\C1=C(N2CCCC2)CC(C)(CC)OC1 (stereo not drawn)	-7%	-6	14%	1%	0%	15%	-12%	-2%	-13%	0%[46.1 µM]
CCOC(=O)C1CCN(S(=O)(=O)c2cccc3nonc23)CC1	1%	1	?	7%	-5%	16%	-1%	-1%	1%	-1%
